Compound activity deposited in PubChem BioAssay by several laboratories.
Yfh1-depleted yeast: enhancers of respiration in Yfh1-depleted yeast, dose response, Friedreich's ataxia, plus single-dose screen (AID 1465); 220,000 tested, 0.074% active; fold induction at 50 µM; hits with a dose series show EC50 in µM; S. cerevisiae Yfh1-off respiration, WST-1 reduction, 72 h; higher fold induction means a stronger effect;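 active = fold induction of absorbance versus untreated yeast above a set limit, then at least 30% activation at any dose in follow-up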;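 note: activators that raise dye reduction in frataxin-depleted yeast; strong numbers were not always called active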
human PMI inhibitors: human PMI inhibitors, high substrate, primary screen, biochemical, fluorescence intensity, high mannose 6-phosphate (AID 1220). inhibition, % at 20 µM, or IC50 in µM where a hit was titrated. recombinant PMI enzyme, coupled fluorescence intensity; higher % means a stronger effect. 190,000 tested, 0.66% active. Mannose-6-phosphate isomerase (Homo sapiens); in the data active = inhibition above about 50%
P. falciparum M17LAP: P. falciparum M17LAP inhibitors, primary screen, biochemical, fluorogenic H-Leu-NHMec substrate, 1536-well (AID 1619); recombinant M17LAP, H-Leu-NHMec fluorogenic kinetic assay; higher % means a stronger effect; Leucine aminopeptidase (Plasmodium falciparum (isolate 3D7)); 220,000 tested, 0.38% active; inhibition, % at 30 µM; hits with a dose series show IC50 in µM;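 active = compound inhibiting the enzyme by more than half at any dose during confirmatory dose-response retesting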;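 note: plate controls were full reaction with DMSO carrier for no effect and no enzyme background for full effect; strong numbers were not always called active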
ER stress rescue: rescue of cells from ER stress-induced death, primary screen, 384-well, CSM14.1, thapsigargin, ATP luminescence (AID 1222) | CSM14.1 thapsigargin-induced death rescue, ATP luminescence; higher % means a stronger effect | one-dose cellular ATP content (survival), % at 20 µM; EC50 in µM for titrated hits | 190,000 tested, under 10 active;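 active = EC50 below 50 µM in the dose-response confirmation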;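 note: death triggered by thapsigargin at about 15 µM added after 2 h compound pretreatment; cell ATP read after overnight thapsigargin exposure of roughly 18 to 22 hours; normalized against plate controls of thapsigargin alone and 5% DMSO vehicle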
XIAP displacement: XIAP antagonists, biochemical, IAP family, fluorescence polarization (AID 1018); displacement, % at 20 µM; hits with a dose series show IC50 in µM; E3 ubiquitin-protein ligase XIAP (Homo sapiens); 200,000 tested, 0.007% active; XIAP BIR domain, fluorescence polarization peptide displacement; higher % means a stronger effect; in the data active = displacement above about 50%; note: a part of the inactive calls stands beside numbers as strong as those of hits
P. falciparum M1AAP: P. falciparum M1AAP inhibitors, biochemical, fluorogenic H-Leu-NHMec substrate, 1536-well (AID 1445); Aminopeptidase N (Plasmodium falciparum (isolate 3D7)); inhibition, % at 30 µM, or IC50 in µM where a hit was titrated; recombinant M1AAP, H-Leu-NHMec fluorogenic kinetic assay; higher % means a stronger effect; 220,000 tested, 0.42% active;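 active = primary inhibition above the hit cutoff, then over 50% inhibition at one or more dose response concentrations, cut at about 23% in these data, passing the limit was not always enough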;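 note: plate controls were DMSO full reaction for no effect and no enzyme background for full effect; strong numbers were not always called active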
West Nile antiviral: West Nile virus antiviral activity, cell-based, CPE readout (AID 1621) | 290,000 tested, 0.02% active | West Nile virus-infected cells, CPE inhibition; higher % means a stronger effect | one-dose CPE inhibition, % at 10 µM; IC50 in µM for titrated hits; in the data active = a potency from the dose series; note: strong numbers were not always called active
PhoP inhibition: inhibitors of PhoP regulon expression, primary screen, Salmonella Typhimurium, GFP reporter (AID 1863). inhibition, % at 50 µM; hits with a dose series show IC50 in µM. 300,000 tested, 0.16% active. S. Typhimurium PhoP-regulated promoter GFP reporter, 4 h; higher % means a stronger effect;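 active = inhibition over 29.93%, a cutoff 3 SD above the screen mean, later confirmed by dose response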;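 note: 0% = low Mg2+ inducing control and 100% = high Mg2+ repressing control; strong numbers were not always called active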
SIAH1 antagonists: Siah-1 peptide-binding antagonists, primary screen, biochemical, fluorescence polarization, rhodamine-plectin, uHTS (AID 1817) | E3 ubiquitin-protein ligase SIAH1 (Homo sapiens) | Siah-1 / rhodamine-plectin peptide fluorescence polarization; higher % means a stronger effect | displacement, % at 20 µM, or IC50 in µM where a hit was titrated | 290,000 tested, 0.02% active;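 active = displacement of at least 50% at 20 µM, with a fluorescence ratio check between 0.3 and a set limit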;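 note: plate controls were Siah plus tracer with DMSO for no effect and tracer alone without Siah for full effect; strong numbers were not always called active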
Starred values were filed as active, the others as inactive; i = inactive; . = not tested or not shown.

SMILES | Yfh1-depleted yeast | human PMI inhibitors | P. falciparum M17LAP | ER stress rescue | XIAP displacement | P. falciparum M1AAP | West Nile antiviral | PhoP inhibition | SIAH1 antagonists
CN(CC(=O)c1c(N)n(C)c(=O)n(C)c1=O)c1ccccc1 | i | -6% | -5% | 0.7% | -0.2% | 4% | -0.7% | 6% | 9%
CCCN(CCC)C1=N/C(=C\c2ccco2)C(=O)N1c1ccccc1 | i | -58% | 13% | 1.9% | -7.3% | 18% | -0.4% | -7% | -3%
C/C(=N\NC(=O)c1c[nH]c2ccccc12)c1ccc(C)o1 | i | -7% | 14% | -0.3% | -7.9% | 21% | 0.3% | 4% | 2%
Fc1ccc(NC(=S)N2N=CCC2c2ccccc2)cc1 (stereo unspecified) | i | 2% | 8% | -1.1% | -3.5% | 17% | -1.0% | -5% | 0%
Cc1cccc(-n2c(C)cc(/C=C3/C(=N)N4C(c5ccccc5)=CSC4=NC3=O)c2C)c1 | i | -1% | -6% | -2.6% | -1.8% | -6% | 0.2% | -1% | 0%
CCOC(=O)Cc1csc(/N=C/c2c(O)n(-c3ccc(C)c(C)c3)c(=O)c3ccccc23)n1 | i | -3% | -263% | -2.6% | -1.5% | 3% | 0.1% | -12% | 2%
C=CCN=C(NC#N)SC | i | . | -2% | . | . | -2% | 1.0% | 3% | -7%
CCOC(=O)N1CCC(NC(=O)CN2C(=O)C(CC)Oc3ccc(C)cc32)CC1 (stereo unspecified) | i | 9% | -9% | . | -4.0% | -3% | -0.4% | 3% | -2%
COC(=O)c1ccccc1NC(=O)c1cc([N+](=O)[O-])nn1Cc1ccccc1 | i | 3% | 6% | 0.8% | -14% | 5% | -0.3% | -9% | 7%
CCCn1c(SCC(=O)N2c3ccccc3CCc3ccccc32)nc2c1c(=O)n(C)c(=O)n2C | i | 5% | 7% | -0.2% | -4.0% | 3% | 0.7% | -5% | 1%
CC(=O)N1N=C(c2c(-c3ccccc3)c3cc(Br)ccc3[nH]c2=O)CC1c1ccco1 (stereo unspecified) | i | . | 17% | . | . | 59µM* | 2.7% | -10% | -1%
C=CCc1cc(C)ccc1OCCCC(C(=O)OCC)C(=O)OCC | i | 14% | -4% | 2.5% | -10% | 0% | 0.1% | -5% | -1%
Cc1noc(NS(=O)(=O)c2ccc(N3C(=O)c4ccccc4C3=O)cc2)c1C | i | 6% | 10% | -2.7% | 0.1% | -1% | 0.1% | 0% | 0%
Cc1cccc(CSc2ccc(-c3cccs3)nn2)c1 | i | 1% | 6% | -1.0% | -4.0% | 7% | -0.6% | -4% | -2%
O=C(Nc1cccc2c1C(=O)NC2=O)c1cccnc1Cl | i | 3% | -15% | 1.2% | 5.9% | 4% | -0.1% | 3% | -1%
CC1=C(C(=O)OC(C)C)C(C)NC(=O)N1 (stereo unspecified) | i | 6% | 11% | -0.3% | -2.8% | 14% | 0.3% | -5% | 3%
CCCC(=O)C1=C(N(C)c2ccccc2)CC(C)(C)C(C(=O)OC)C1=O (stereo unspecified) | i | 8% | 11% | . | -4.2% | 1% | -0.1% | 9% | 5%
Cc1ccnc(SCc2ccc([N+](=O)[O-])cc2)n1 | i | 3% | -4% | -0.4% | -0.9% | -4% | -0.6% | 2% | 3%
C/C(CC(=O)Nc1cccnc1)=N\NC(=O)C(=O)Nc1cccc(C)c1 | i | 4% | 12% | 0.6% | -3.8% | 6% | 0.0% | -3% | 9%
COc1ccc(CN2CCSCC2)cc1O | i | 0% | 1% | -4.1% | -4.6% | 1% | 0.3% | 7% | 4%
O=S(=O)(c1ccc(Oc2ncnc3scc(-c4ccccc4)c23)cc1)N1CCOCC1 | i | 5% | 3% | 5.4% | -2.0% | 4% | 1.3% | -7% | 8%
CCOC(=O)CSc1nc2ccsc2c(=O)[nH]1 | i | 9% | 2% | 0.1% | -8.1% | 0% | 0.1% | -11% | 3%
Cc1onc(-c2c(Cl)cccc2Cl)c1CO/N=C(\C#N)c1c(Cl)cccc1Cl | i | . | -13% | . | . | -6% | -0.6% | 4% | -3%
CCOC(=O)c1cn2nc(-c3ccc(OC)cc3)cc2nc1C1CCN(C(=O)OC(C)(C)C)CC1 | i | 23% | 3% | 2.2% | -7.4% | 11% | 2.0% | 0% | -5%

3 entries drawn at random from the list so far:
SMILES | Yfh1-depleted yeast | human PMI inhibitors | P. falciparum M17LAP | ER stress rescue | XIAP displacement | P. falciparum M1AAP | West Nile antiviral | PhoP inhibition | SIAH1 antagonists
CCOC(=O)c1cn2nc(-c3ccc(OC)cc3)cc2nc1C1CCN(C(=O)OC(C)(C)C)CC1 | i | 23% | 3% | 2.2% | -7.4% | 11% | 2.0% | 0% | -5%
Cc1cccc(CSc2ccc(-c3cccs3)nn2)c1 | i | 1% | 6% | -1.0% | -4.0% | 7% | -0.6% | -4% | -2%
CC1=C(C(=O)OC(C)C)C(C)NC(=O)N1 (stereo unspecified) | i | 6% | 11% | -0.3% | -2.8% | 14% | 0.3% | -5% | 3%

Limited to P. falciparum M1AAP, for five of the compounds above:
SMILES | P. falciparum M1AAP
Cc1cccc(CSc2ccc(-c3cccs3)nn2)c1 | 7%
O=C(Nc1cccc2c1C(=O)NC2=O)c1cccnc1Cl | 4%
CC1=C(C(=O)OC(C)C)C(C)NC(=O)N1 (stereo unspecified) | 14%
CCCC(=O)C1=C(N(C)c2ccccc2)CC(C)(C)C(C(=O)OC)C1=O (stereo unspecified) | 1%
Cc1ccnc(SCc2ccc([N+](=O)[O-])cc2)n1 | -4%

The list continues:
SMILES | Yfh1-depleted yeast | human PMI inhibitors | P. falciparum M17LAP | ER stress rescue | XIAP displacement | P. falciparum M1AAP | West Nile antiviral | PhoP inhibition | SIAH1 antagonists
C=C(C)Cc1c(C)c(C#N)c2nc3ccccc3n2c1N1CCCCC1 | i | 1% | 1% | -0.7% | -1.8% | 0% | 0.4% | 6% | 2%
CC(=O)c1cc(CN2CCN(CC=C(C)C)C(CCO)C2)cs1 (stereo unspecified) | i | 6% | -1% | -0.9% | -5.1% | -1% | 0.1% | 2% | -3%
Cc1cccc(N=N/C(=C\O)C(=O)c2cccs2)c1 | i | 10% | 10% | -1.5% | -4.7% | 20% | -0.8% | 1% | 8%
Cc1ccc(-c2cccc(CN3CCN(C(C)C)C(CCO)C3)c2)o1 (stereo unspecified) | i | 1% | 1% | 0.0% | -3.1% | 2% | -0.5% | 7% | 2%
Cc1cc(C(=O)N/N=C/C=C/c2ccccc2[N+](=O)[O-])c(C)o1 | i | 11% | -3% | -2.0% | -11% | 3% | -0.4% | -6% | -6%
Cc1onc(-c2ccccc2)c1C(=O)Nc1nc(-c2ccc(F)c(F)c2)cs1 | i | 12% | -10% | -1.0% | -9.5% | -3% | 2.6% | 28% | 0%
CC(C)Cc1ccc(C(C)C(=O)Nc2ccc(O)cc2)cc1 (stereo unspecified) | i | 21% | 3% | -0.8% | -7.4% | 3% | -1.7% | -3% | -4%
Cc1onc(-c2ccccc2)c1C(=O)OCC(=O)NCc1ccc(F)cc1 | i | -12% | -1% | 0.0% | -3.8% | -5% | -0.8% | 1% | 1%
C=CCNC(=O)c1ccccc1NC(=O)C1COc2ccccc2O1 (stereo unspecified) | i | 0% | 4% | -0.7% | -3.2% | 1% | -0.1% | 1% | 0%
COc1cccc(C(=O)N2CCN(c3ncccn3)CC2)c1 | i | -6% | -8% | 0.1% | -3.5% | -3% | 0.3% | 6% | -3%
Cc1ccc(NC(=O)CSc2nc3c(cc2C#N)C(=O)CCC3)cc1S(=O)(=O)N(C)C | i | -4% | -11% | -4.3% | -3.6% | -3% | -0.3% | -2% | 9%
O=S(=O)(Cc1ccccc1)N1CCN(Cc2ccccc2)CC1 | i | -53% | 4% | 3.1% | -6.2% | -1% | -0.6% | 1% | 4%
C/C(N)=C(/C#N)C(=O)CSc1nc2scc(-c3ccc(F)cc3)c2c(=O)n1C | i | 2% | 18% | -0.8% | -16% | -1% | . | -1% | -6%
CCCNc1nc2c(c(=O)n(C)c(=O)n2C)n1CCC(C)C | i | 1% | 6% | -1.5% | -3.5% | 6% | -0.2% | -12% | 5%
O=C(NCC(c1cccnc1)N1CCN(c2ccccc2F)CC1)c1ccco1 (stereo unspecified) | i | 3% | 1% | -0.8% | -10% | -3% | -0.4% | -2% | 3%
COc1cc(C)nc(N2CCCC(C(=O)Nc3cc(Cl)ccc3OC)C2)n1 (stereo unspecified) | i | 13% | 3% | -7.1% | -4.3% | 13% | -0.1% | -1% | 2%
COC(=O)C(Cc1cnc(Cl)s1)(C(=O)OC)c1ccc([N+](=O)[O-])cc1[N+](=O)[O-] | i | 8% | -9% | 4.4% | -8.3% | 7% | -0.5% | 7% | -1%
CCc1ccc(-c2nnn(CCC#N)n2)cc1 | i | -7% | 8% | -1.4% | 3.9% | 10% | 0.4% | 1% | 4%
COc1ccc(/C=C2/NC(=O)N(Cc3ccccc3F)C2=O)cc1OC | i | -10% | 12% | -1.0% | -7.2% | 6% | 0.6% | 4% | 0%
COc1ccc(NC(=O)CC2CC3CCC2C3)cn1 (stereo unspecified) | i | 4% | -1% | -0.9% | -2.7% | -7% | -0.1% | -4% | 15%
CC(C)(C)NC(=S)Nc1ccc(Br)cc1 | i | -10% | 16% | -1.2% | 1.7% | 1% | -0.3% | 4% | -2%
Cc1cccc(OCC(=O)Nc2nnn(C)n2)c1C | i | 6% | 8% | 1.4% | -2.1% | 4% | 0.2% | 5% | -1%
CCOc1ccc(Nc2n[nH]c(=S)s2)cc1 | i | -95% | <1µM* | -2.8% | -9.4% | 16% | -0.6% | -31% | -1%
Clc1ccc(OCCn2cnc3ccccc32)c(Cl)c1 | i | -29% | -7% | 1.4% | -1.9% | -7% | -0.6% | 8% | -2%
COC(=O)C(C)Oc1ccc2c3c(c(=O)oc2c1)CCCCC3 (stereo unspecified) | i | -1% | -25% | . | -3.8% | 0% | 0.5% | 3% | -2%
COc1ccc(N(C(=O)C2CCCCC2)C2C=CS(=O)(=O)C2)c(OC)c1 (stereo unspecified) | i | 13% | 7% | . | -1.2% | 3% | 0.3% | -2% | 2%
CCOC(=O)c1[nH]c2ccccc2c1NC(=O)c1ccc(Br)o1 | i | 10% | 17% | 2.0% | -3.0% | 3% | 0.0% | 0% | 8%

By substructure, the compounds so far with a tert-butyl group.
SMILES | Yfh1-depleted yeast | human PMI inhibitors | P. falciparum M17LAP | ER stress rescue | XIAP displacement | P. falciparum M1AAP | West Nile antiviral | PhoP inhibition | SIAH1 antagonists
CCOC(=O)c1cn2nc(-c3ccc(OC)cc3)cc2nc1C1CCN(C(=O)OC(C)(C)C)CC1 | i | 23% | 3% | 2.2% | -7.4% | 11% | 2.0% | 0% | -5%
CC(C)(C)NC(=S)Nc1ccc(Br)cc1 | i | -10% | 16% | -1.2% | 1.7% | 1% | -0.3% | 4% | -2%
